bCat nuc transl: modulators of beta-catenin nuclear translocation. HeLa beta-catenin nuclear translocation, immunofluorescence imaging. nuclear translocation activity, % at 5 µM. actives 0.3% (n = 190,000). AID 1665;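 active means nuclear translocation activity above 50% at 5 µM, with a well cell count of 50 or more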;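 further: per-cell ratio of nuclear to cytoplasmic median beta-catenin stain intensity; plate controls were DMSO negative control for no effect and GSK-3 inhibitor IX positive control for full effect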
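test system = HeLa cells, endogenous beta-catenin | dosing = single 5 µM dose plus 0.02–20 µM confirmation series | times = compound treatment 24 h, 37°C, 5% CO2 | technique = beta-catenin immunofluorescence imaging with DAPI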
West Nile virus CPE: inhibition of WNV-induced cytopathic effect – cell-based, CPE readout (AID 1621); West Nile virus-infected cells, CPE inhibition; higher % means a stronger effect; CPE inhibition, % at 10 µM; hits with a dose series show IC50 in µM; actives 0.02% (n = 290,000); in the data active means a potency from the dose series; further: strong numbers were not always called active
Autophagy HCS: alters autophagy in cells. MEF GFP-LC3 puncta imaging; test concentration mostly 10 µM. calls only at 10 µM (by protocol). actives 0.98% (n = 190,000);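 active means percentage of spot-positive cells more than 3 SD above its plate mean, without a fluorescence outlier flag or 80% toxicity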;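 further: spot-positive cell cutoff set from DMSO-treated cells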
WT yeast gro inh: growth inhibition of WT yeast, mitochondrial fusion screen | actives 2.1% (n = 190,000) | inhibition, % at 10 µM | AID 1362 | mitochondrial fusion phenotypic screen, WT strain; in the data active means inhibition above about 58%; tested in S. cerevisiae
T cell HTS: modulates CD8 T cell binding to vesicles. 2C CD8+ T cell-vesicle binding, flow cytometry; stronger effect = lower value. calls only at 7 µM. actives 0.068% (n = 330,000);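 active means response, share of CD8 T cells binding vesicles, and their 90th percentile fluorescence all below set limits, cut at about 80% in these data, passing the limit was not always enough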
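Benchmarks: naked versus QL9-loaded vesicles / Assay system: purified 2C TCR transgenic mouse naive CD8+ T cells / Technique: high-throughput flow cytometry with anti-B7-1 and anti-CD8 staining / Timing: Cell–vesicle co-incubation 1.5 h at 37 °C, staining 20 min on ice / Read-out: percent CD8+ FL2 mean versus row control / Probe or stimulus: QL9-loaded Drosophila micro-vesicles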
Lipid droplet: modulators of hepatic lipid droplet formation. AML12 mouse hepatocytes, oleate lipid droplets, BODIPY imaging. inhibition, % at 6.5 µM. actives 0.4% (n = 240,000);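 active means lipid droplet intensity inhibited by at least 50%, with more than 500 cells counted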
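Material – mouse AML12 hepatocyte cell line, fixed after treatment · Compound dosing – one dose, 6.5 µM compound · Times – compound with oleate, overnight · Measured by – Image-based BODIPY and DAPI two-channel analysis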
Myeloid diff 2: promotes myeloid progenitor differentiation; ER-HoxA9 myeloid progenitors, lysozyme-GFP differentiation, flow cytometry; calls only at 10 µM; actives 1% (n = 360,000); AID 624256;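 active means normalized GFP-positive differentiation at or above the plate's own cutoff, the solvent-only control mean plus 3 SD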;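 further: cells exposed to compound for four days before flow analysis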
Insulin prom up: MIN6 insulin promoter up-regulation; z-score at 5 µM; actives 0.3% (n = 190,000); MIN6 insulin promoter-GFP reporter, high-content imaging; stronger effect = higher value;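 active means z-score above 3 at 5 µM with at least 500 cells counted in the well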
MT stabilizer: microtubule stabilization, imaging screen; HeLa tubulin immunostaining HCS, 24 h; share of cells brighter than vehicle mean+2SD; % tubulin-high responders, % at 10 µM; actives 0.83% (n = 200,000);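 active means plate Z-score above 3 for both tubulin-high and condensed-nucleus cell shares, with cell loss under 80%, at 10 µM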;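 further: anti alpha tubulin signal scored within the nucleus-defined area of each cell; some results filed as inactive read as strong as hits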
WT yeast gro inh mutant strain: further read-out of WT yeast gro inh, marked with its call; inhibition, %; mitochondrial fusion phenotypic screen, mutant strain inhibition
Insulin prom up cell count: second read-out of Insulin prom up, no call of its own (marks repeat the call); cell count; measured here: cytotoxicity, nuclei count;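 total cells summed across four imaged fields per well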
Lipid droplet cells 6.5 µM: also measured in Lipid droplet; calls as there; cell count; measured here: cell count, cytotoxicity flag;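 cells counted across two imaged fields per well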
bCat nuc transl cell count 5 µM: recorded beside bCat nuc transl, whose call it bears; cell count; measured here: cell count, cytotoxicity flag
T cell HTS vesicle-bound %: second read-out of T cell HTS, no call of its own (marks repeat the call); double positive events, %; measured here: CD8+ vesicle-bound cell fraction;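 binding gate set so that unloaded-vesicle control wells show 10% double positive cells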
MT stabilizer Hoechst-high %: recorded beside MT stabilizer, whose call it bears; % Hoechst-high responders; measured here: nuclear condensation Hoechst responders;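 share of cells brighter than vehicle mean plus two SD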
MT stabilizer cytotoxicity %: second read-out of MT stabilizer, no call of its own (marks repeat the call); toxicity, %; measured here: cytotoxicity by cell density;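 0% = mean cell density of plate MIN control wells and 100% = no cells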
Autophagy HCS cell loss 18 h: second read-out of Autophagy HCS, no call of its own (marks repeat the call); toxicity, %; measured here: cell loss, nuclei count;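 cell loss after 18 h compound exposure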
Myeloid diff 2 GFP+ MAC1+ %: further read-out of Myeloid diff 2, marked with its call; GFP+ MAC1+ double positive, %; measured here: differentiation confirmed by MAC1 staining
* = called active by the depositor; i = inactive; . = not tested or not shown; + = active, no number.

SMILES	bCat nuc transl	bCat nuc transl cell count 5 µM	West Nile virus CPE	Autophagy HCS	Autophagy HCS cell loss 18 h	WT yeast gro inh	WT yeast gro inh mutant strain	T cell HTS	T cell HTS vesicle-bound %	Lipid droplet	Lipid droplet cells 6.5 µM	Myeloid diff 2	Myeloid diff 2 GFP+ MAC1+ %	Insulin prom up	Insulin prom up cell count	MT stabilizer	MT stabilizer Hoechst-high %	MT stabilizer cytotoxicity %
CC(=O)c1cccc(CN2CCC(C(=O)Nc3ccc(Oc4cccnc4)cc3)CC2)c1	.	.	-0.9%	.	.	.	.	i	42.4	-1.5	709	i	0.9	.	.	.	.	.
c1ccc(OCc2nn3c(-c4ccncc4)nnc3s2)cc1	-4.7	1014	.	i	-1.2	-29.5	-8.2	i	9.1	.	.	i	1.3	0.09	1151	3.9	2.9	7.0
COc1ccc(OCC(=O)N2CCN(c3nnc(-c4ccccc4)c4ccccc34)CC2)cc1	-2.5	981	2.3%	i	13.9	37.5	15.8	i	35.5	.	.	i	0.0	-0.76	762	3.3	1.0	10.5
O=C(/C=C/c1ccc(Cl)cc1)NC(=S)Nc1ccc(N2CCOCC2)c(Cl)c1	0.9	1135	0.8%	i	2.6	2.4	-7.9	i	45.2	6.0	574	i	0.8	0.32	1507	5.1	2.6	5.1
O=C(c1ccccc1)c1nnc(-c2ccncc2)o1	-6.0	1192	1.3%	i	-20.7	71.5*	15.0*	i	36.0	2.4	742	i	0.4	1.26	1214	4.1	1.7	4.9
O=C(CN1CCC(C(=O)c2ccc(F)cc2)CC1)Nc1ccc(F)cc1	2.8	954	-0.3%	i	-0.7	6.1	-4.7	i	9.2	-3.7	677	i	2.3	.	.	2.6	2.6	8.1
O=C(Nc1nccs1)c1ccc(-c2ccc(F)c(Cl)c2)o1	.	.	0.5%	.	.	.	.	i	18.9	19.6	658	i	2.4	.	.	.	.	.
N=C1C(c2nc(-c3ccc(F)cc3)cs2)=C(O)CN1CCCN1CCOCC1	-2.5	1382	2.4%	i	-10.1	4.9	6.1	i	59.9	.	.	.	.	-0.37	1554	2.6	1.9	10.1
O=C(Nc1ccccc1)Nc1nnc(-c2ccccc2)o1	0.1	1278	0.3%	i	1.3	-7.5	5.7	i	41.6	.	.	i	0.3	0.36	1433	2.5	1.8	6.8
COC(=O)c1ccc(-c2noc(CN3CCCC(CNC(C)=O)C3)n2)cc1 (stereo not drawn)	-0.4	990	0.0%	i	-3.8	-10.1	-11.4	i	35.0	-6.6	711	i	0.7	0.11	1471	2.2	3.3	10.7
CCCN(C(=O)CSCC(=O)Nc1cccc(C)c1)c1c(N)n(Cc2ccccc2)c(=O)[nH]c1=O	.	.	-0.2%	.	.	.	.	i	32.5	29.1	728	i	0.6	.	.	.	.	.
Cc1nc2sc(-c3ccccc3)cc2c(=O)n1-n1cccc1	2.3	1305	-0.3%	i	-7.9	-15.7	-15.7	i	16.5	.	.	i	0.5	-0.04	1569	0.4	1.7	8.4
CCN1CCN(C(=O)CN(C)S(=O)(=O)c2ccc3ccccc3c2)CC1	0.6	1080	-0.8%	i	-17.7	-10.9	-14.6	i	41.8	15.8	759	i	0.2	-0.18	1492	.	.	.
COC(=O)c1cn(NC(=O)Cn2nc([N+](=O)[O-])c(Cl)c2C)c(=O)c2ccccc12	-1.6	1098	0.0%	i	-0.3	-4.4	3.9	i	50.7	8.9	681	i	0.4	-0.32	1203	7.9	1.5	8.9
CSCCC(NC(=O)C1CCC(C)CC1)C(=O)OCC(=O)c1ccc(Cl)cc1 (stereo not drawn)	-1.2	1003	0.2%	i	3.7	-12.2	-8.4	i	17.0	9.4	591	i	0.9	.	.	8.2	1.7	5.1
CCN(CC)c1ccc2cc(/C(N)=N/NC(=O)c3cccs3)c(=O)oc2c1	2.4	1347	0.8%	.	.	.	.	i	43.0	-9.4	678	.	.	.	.	.	.	.
c1ccc(-c2ccccc2OCCCCN2CCCCC2)cc1	-2.2	1176	-0.8%	i	19.3	3.7	24.4	i	31.9	31.8	731	i	0.3	-1.18	1327	4.0	1.7	7.4
CCOC(=O)c1nn(-c2ccc(Cl)cc2)c2nc(-c3ccc(C)cc3)c(C#N)c(=O)n12	-2.4	1226	1.1%	i	18.9	2.1	-7.9	i	19.5	21.2	787	i	0.3	-0.06	1375	2.4	1.3	7.7
Cc1nc2ccccc2c(=O)n1/N=C/c1ccc(N(C)C)cc1	-0.7	1159	-0.4%	i	39.2	25.7	8.0	i	25.3	.	.	i	1.7	0.6	1206	1.5	1.3	9.7
COc1ccccc1N1CCN(C(=O)CSc2nc3ccccc3nc2N2CCCCC2)CC1	.	.	0.1%	.	.	.	.	i	35.4	14.5	756	i	5.6	.	.	.	.	.
O=C(Cn1cnc2sc(-c3ccccc3)cc2c1=O)NCCc1ccccc1	.	.	.	i	-8.3	8.0	6.8	i	47.0	2.9	750	i	0.6	-0.02	815	1.7	1.7	2.4
Cc1ccc(C2C3=C(CC(C)(C)CC3=O)OC3=C2C(=O)CC(C)(C)C3)cc1	-0.4	1507	-1.2%	i	9.6	0.5	0.0	i	33.5	-8.8	736	i	0.1	0.1	1430	6.3	2.7	6.1
Oc1ccc2ccccc2c1Br	-0.5	1091	0.8%	i	-0.4	-14.4	-8.9	i	62.8	3.1	723	i	1.7	-0.97	1286	5.3	3.3	6.7
Cc1ccc(S(=O)(=O)c2nc(-c3ccc(F)cc3)oc2N2CCOCC2)cc1	.	.	0.9%	.	.	.	.	i	8.6	-11.3	769	i	1.0	.	.	.	.	.
Cc1ccc(C(=O)OCc2cc3ccccc3[nH]c2=O)cc1	-6.9	1000	-0.1%	i	11.5	1.0	-2.2	i	16.7	.	.	i	9.0	-0.39	1406	4.9	3.0	5.7
Cc1ccc(N(CC(=O)N=Nc2c(O)[nH]c3ccccc23)S(C)(=O)=O)c(C)c1	-0.1	1113	-0.2%	i	16.3	-3.3	5.9	i	53.2	8.6	724	i	0.2	0.02	1354	4.1	2.3	6.3
COc1ccc(S(=O)(=O)N2CCCCC2)cc1NC(=O)c1ccco1	.	.	-0.6%	.	.	.	.	i	2.3	-0.8	875	i	3.6	.	.	.	.	.
Cc1ccc(NC(=O)C(=O)NCC2CCN(C(=O)c3cccc([N+](=O)[O-])c3)CC2)cc1	-1.8	1081	-1.3%	i	-9.8	2.0	-12.9	i	28.6	-7.3	737	i	0.2	-0.12	1374	4.0	1.3	11.1
COc1ccc(NC(=O)Nc2cccc3ccccc23)cc1S(N)(=O)=O	.	.	-0.1%	.	.	.	.	i	40.8	-6.9	792	i	1.4	.	.	.	.	.
On1c(-c2ccccc2)nc2ncccc21	.	.	-1.4%	.	.	.	.	i	23.4	8.1	412	i	0.7	.	.	.	.	.
O=S(=O)(NCc1ccc2c(c1)OCO2)c1cccc(S(=O)(=O)N2CCOCC2)c1	-1.9	1126	0.1%	i	10.4	12.9	19.2	i	26.5	.	.	i	0.3	-1.02	1117	3.7	2.2	7.1
COc1ccc(/C=C/C(=O)NCCC(=O)N2CCCN(C)CC2)cc1	-1.6	1047	0.9%	i	-4.2	-11.0	-5.4	i	20.0	2.3	684	i	1.2	1.68	1114	2.5	2.9	4.1
COc1cccc(NC(=O)c2ccco2)c1	0.3	911	0.3%	i	-1.7	-6.6	-4.0	i	38.1	4.3	794	i	0.6	0	1146	3.0	1.9	4.8
CN(C)c1ccc(/C=N/n2cnn(Cc3ccccc3Cl)c2=S)cc1	1.1	1103	-0.4%	i	2.4	52.7	49.2	i	54.4	-8.8	710	i	0.1	-1.6	1248	4.1	3.7	2.1
Cc1c(CN2CCC(n3nccc3NC(=O)C3CC3)CC2)[nH]c2ccccc12	.	.	-0.9%	.	.	.	.	i	12.1	5.3	817	i	0.7	.	.	.	.	.
COC(=O)[C@H](Cc1ccccc1)NC(=O)NCCc1ccc(OC)cc1	.	.	-0.6%	.	.	.	.	i	12.4	-1.8	816	i	1.3	.	.	.	.	.
CN(c1ccc(C(=O)Nc2ccccn2)cc1)S(=O)(=O)c1ccccc1	-0.1	1496	-1.1%	i	12.6	9.3	3.7	+	3.8*	3.2	721	i	0.1	0.16	1459	3.7	3.3	5.4
Cc1nnc(SCC(=O)Nc2ccccc2)n1CCc1ccccc1	.	.	1.1%	i	0.3	9.8	-34.6	i	62.2	14.3	789	i	0.8	-0.64	942	2.1	1.4	3.9
Cc1ccc(SC(C)c2nc(-c3cccnc3)no2)cc1 (stereo not drawn)	-0.8	1058	-0.2%	i	4.0	0.1	3.4	i	44.7	-5.4	649	i	0.7	0.43	1236	3.6	2.2	5.6
CCOc1cc(C)c(Cl)cc1S(=O)(=O)n1cnc2ccccc21	.	.	-0.7%	i	1.2	-4.6	-2.3	i	9.7	-29.8	723	i	0.9	0.1	1230	4.1	1.5	0.4
O=C(NCc1ccccc1Cl)C(=O)NCC1OCCCN1S(=O)(=O)c1cccs1 (stereo not drawn)	.	.	0.1%	.	.	.	.	i	46.3	37.4	819	i	9.3	.	.	.	.	.

Limited to Autophagy HCS cell loss 18 h and Insulin prom up (two entries from above):
smiles	Autophagy HCS cell loss 18 h	Insulin prom up
COc1ccc(OCC(=O)N2CCN(c3nnc(-c4ccccc4)c4ccccc34)CC2)cc1	13.9	-0.76
O=C(/C=C/c1ccc(Cl)cc1)NC(=S)Nc1ccc(N2CCOCC2)c(Cl)c1	2.6	0.32

From PubChem
